LANA DNA inh: KSHV C-LANA DNA binding inhibition | MBP-C-LANA/FAM-LBS DNA binding, fluorescence polarization | inhibition, % at 9 µM | hit rate 0.078% among 340,000 | AID 504423;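 active = highest replicate inhibition at or above 60% at 9 µM, even if other replicates fall short; inactive = all replicates below 60% inhibition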;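 note: 0% = neutral control wells and 100% = 4 µM acridine orange control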
Arr AP2 block: human beta-arrestin and AP2 interaction inhibition; FITC-arrestin peptide / GST-AP2 beads, flow cytometry; AP2 beta2 appendage carries R879A mutation; AID 504490; hit rate 0.31% among 340,000; inhibition, % at 10 µM;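 active = inhibition above a set limit, near 3 SD of compounds lacking own fluorescence, cut at about 54% in these data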;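 note: plate controls were DMSO wells for no effect and 5 µM unlabelled arrestin peptide for full effect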
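System: GST-AP2 R879A bound to glutathione beads, E. coli-expressed. Also added: 50 nM FITC-arrestin peptide. Schedule: compound with beads 12 min RT, then probe 1 h RT. Signal: bead flow cytometry, FITC channel. Read-out basis: percent response.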
NSD2 inh: blocks human histone methyltransferase NSD2; NSD2 peptide methylation, AlphaScreen, 120 min; AID 743445; O96028; hit rate 0.54% among 310,000; inhibition, % at 12.5 µM; in the data active = inhibition above about 50%
CAL PDZ FP-1: human CAL PDZ-peptide interaction inhibition | purified CAL PDZ, TMR-peptide fluorescence polarization, 1 h | hit rate 0.02% among 330,000 | AID 504414 | Q9HD26 | inhibition, % at 20 µM;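 active = highest replicate inhibition of at least 40%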;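 note: plate controls were DMSO neutral control wells for no effect and unlabeled competitor peptide control wells for full effect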
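Material: tagged CAL PDZ protein CerCALP, purified; buffer or medium: sodium phosphate/NaCl buffer pH 7.4 with TCEP, IgG, Thesit; also added: fluorescent TMR peptide probe; schedule: 1 h incubation at room temperature before polarization reading; technique: fluorescence polarization from S- and P-plane intensities, G-factor corrected; control set: unlabelled peptide and DMSO controls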
Keap1 Nrf2 FP: Keap1-Nrf2 (human) interaction inhibition | Q14145 | inhibition, % at 9.4 µM | hit rate 0.15% among 340,000 | Keap1 Kelch-Nrf2 peptide fluorescence polarization, 1536-well; in the data active = inhibition above about 12%;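 note: human Keap1 Kelch domain with fluorescein labeled Nrf2 9mer peptide probe; 0% = neutral control wells and 100% = peptide positive control; higher means more block of Keap1 binding to Nrf2 peptide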
Target sequence (Q14145 whole entry, looked up, the tested form may be a part): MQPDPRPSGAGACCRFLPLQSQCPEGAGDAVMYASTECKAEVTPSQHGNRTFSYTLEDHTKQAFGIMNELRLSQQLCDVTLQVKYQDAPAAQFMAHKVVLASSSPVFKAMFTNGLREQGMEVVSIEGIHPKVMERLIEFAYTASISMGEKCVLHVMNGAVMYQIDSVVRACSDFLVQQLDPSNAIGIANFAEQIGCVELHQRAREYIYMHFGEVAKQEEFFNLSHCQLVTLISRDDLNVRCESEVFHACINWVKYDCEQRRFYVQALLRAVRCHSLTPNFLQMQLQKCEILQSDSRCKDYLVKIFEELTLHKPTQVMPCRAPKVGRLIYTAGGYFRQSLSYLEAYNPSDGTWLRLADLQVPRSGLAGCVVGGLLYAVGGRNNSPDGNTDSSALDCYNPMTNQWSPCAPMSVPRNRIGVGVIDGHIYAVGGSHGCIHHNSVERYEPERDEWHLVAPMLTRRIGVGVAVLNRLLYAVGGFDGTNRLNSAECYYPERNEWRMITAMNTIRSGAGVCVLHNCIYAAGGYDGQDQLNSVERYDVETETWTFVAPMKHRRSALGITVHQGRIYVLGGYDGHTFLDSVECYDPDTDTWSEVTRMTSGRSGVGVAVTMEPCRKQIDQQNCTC
DSG3 Ab inh: human desmoglein-3 autoantibody binding inhibition. DSG3-coupled beads, scFv-anti-DSG3-GFP binding, flow cytometry; active compounds read low. binding (percent of control), % at 10 µM. hit rate 0.48% among 310,000. AID 588358. P32926;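 active = binding more than 3 SD below its plate's average and above zero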;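 note: hits lower antibody fragment binding to DSG3; some compounds called inactive have numbers as strong as hits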
RTF Ca sens inh: cardiac RTF calcium desensitization; IANBD-labeled cardiac RTF, Ca2+ fluorescence; hit rate 0.12% among 340,000; P19429+P45379; inhibition, % at 7.15 µM;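 active = inhibition above the mean inhibition of all tested compounds plus 3 SD, cut at about 17% in these data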;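 note: assay run at fixed EC70 calcium of 1.6 mM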
V-ATPase pH: alters yeast V-ATPase proton transport. S. cerevisiae, pHLuorin cytosolic pH fluorescence. response, % at 10 µM. hit rate 0.37% among 350,000; in the data active = response mostly above about 7.3%, no sharp cut-off; inactive = mostly below about 5.4%; note: actives read high; inactives centre near 0; some compounds called inactive have numbers as strong as hits
DAGLB inh: blocks human DAGLB lipase activity; Q8NCG7; HEK293T DAGLB membrane lysate, EnzChek fluorogenic substrate; inhibition, % at 5.17 µM; hit rate 0.059% among 340,000; AID 504411; in the data active = inhibition above about 34%;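 note: 0% = enzyme with vehicle and 100% = wells lacking enzyme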
CAL PDZ FP-2: inhibitors of human CAL PDZ peptide binding | purified CAL PDZ, TMR-peptide fluorescence polarization, 1 h | inhibition, % at 24.9 µM | hit rate 0.92% among 300,000 | AID 602252 | Q9HD26;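 active = mean inhibition of at least 30% with at least half of replicates also reaching 30%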;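 note: 0% = DMSO neutral control and 100% = excess unlabeled competitor peptide PRC23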
* marks the source's active call; other numbers are inactive results; x = no result given. An excerpt (hit frequency here may not be typical).

nr	structure	LANA DNA inh	Arr AP2 block	NSD2 inh	CAL PDZ FP-1	Keap1 Nrf2 FP
1	CCS(=O)(=O)N1CCN(c2ncnc3sc(C)c(C)c23)CC1	-0.2	-1.2	0.3	-2.1	-7.3
2	CCC(CC)C(=O)N1CC(=O)Nc2ccc(F)cc2C1c1ccc(F)cc1 (configuration not stated)	-0.1	5.7	x	-1.1	-1.6
3	CCOc1ccc(S(=O)(=O)/N=C(/Nc2ccc(S(N)(=O)=O)cc2)c2ccccc2)cc1	0.9	-1.4	2.1	0.6	-4.9
4	O=C(/C=C/c1cccs1)N1CCC2(CC1)Oc1ccc(F)cc1C(=O)C21CC(c2ccc(Cl)cc2)=NO1 (configuration not stated)	-2.1	6.3	x	0.7	-4.0
5	CCOc1ccc(C(=O)NCC(c2cccs2)N(C)C)cc1OCC (configuration not stated)	-0.3	22.4	-1.3	0.3	1.9
6	Cc1[nH]c2ccccc2c1C(O)CN1CCC2(CC1)OCCO2 (configuration not stated)	0.1	-5.5	-0.2	1.7	-4.2
7	C=CCc1cc(C)ccc1OCC(O)CN1CCN(c2ccccc2)CC1 (configuration not stated)	-0.9	5.5	2.7	0.4	4.7
8	CCOC(=O)CNC=C(C(=O)OCC)C(=O)OCC	1.9	1.0	-0.4	-0.1	-1.0
9	COc1ccc2nc(/C(C#N)=C\c3ccc(Oc4ccc([N+](=O)[O-])cn4)cc3)[nH]c2c1	-0.5	-2.8	22.3	-1.2	0.1
10	COc1cccc(CN(C)C(=O)c2cc(COc3ccc(-n4cncn4)cc3)on2)c1	0.5	-5.1	0.8	-1.4	-2.1

nr	DSG3 Ab inh	RTF Ca sens inh	V-ATPase pH	DAGLB inh	CAL PDZ FP-2
1	101.8	-12.6	2.9	-3.4	x
2	103.4	-4.2	1.1	0.8	x
3	x	-9.9	0.4	-3.8	0.6
4	98.9	-4.2	0.6	-4.5	-2.1
5	108.2	-13.9	-2.4	0.2	4.8
6	x	-3.2	-1.1	1.6	2.9
7	102.5	-36.5	-0.3	-9.3	-2.0
8	94.9	-2.3	3.7	0.6	0.8
9	106.1	-8.2	-0.5	30.6	-0.3
10	103.2	-5.9	5.6	1.2	9.5

Some of these compounds in order of length of the SMILES, high to low.
nr	structure	LANA DNA inh	Arr AP2 block	NSD2 inh	CAL PDZ FP-1	Keap1 Nrf2 FP
1	CCS(=O)(=O)N1CCN(c2ncnc3sc(C)c(C)c23)CC1	-0.2	-1.2	0.3	-2.1	-7.3
5	CCOc1ccc(C(=O)NCC(c2cccs2)N(C)C)cc1OCC (configuration not stated)	-0.3	22.4	-1.3	0.3	1.9
8	CCOC(=O)CNC=C(C(=O)OCC)C(=O)OCC	1.9	1.0	-0.4	-0.1	-1.0

nr	DSG3 Ab inh	RTF Ca sens inh	V-ATPase pH	DAGLB inh	CAL PDZ FP-2
1	101.8	-12.6	2.9	-3.4	x
5	108.2	-13.9	-2.4	0.2	4.8
8	94.9	-2.3	3.7	0.6	0.8

(listing goes on)
nr	structure	LANA DNA inh	Arr AP2 block	NSD2 inh	CAL PDZ FP-1	Keap1 Nrf2 FP
11	Cc1ccc(C(C)n2cc(C(=O)NCc3ccccn3)nn2)cc1 (configuration not stated)	-0.4	0.6	-4.7	1.3	-2.3
12	c1ccc2sc(N3CCN(Cc4nnnn4CC4CCCO4)CC3)nc2c1 (configuration not stated)	0.2	0.5	-4.7	-1.1	3.3
13	CN1CCN(C(=O)C(=O)c2cn(CC(=O)N3CCOCC3)c3ccccc23)CC1	x	x	-1.7	x	x
14	COC(=O)C1CN(C(=O)COc2ccc(Cl)cc2Cl)c2ccccc2O1 (configuration not stated)	-0.8	-1.8	0.0	-1.7	-1.8
15	COCCNC(=O)C(c1ccc(O)cc1)N(Cc1ccccc1)C(=O)CCC(=O)Nc1ccccn1 (configuration not stated)	0.1	7.9	-1.3	-2.5	-3.6
16	O=C(OC(C(=O)NCc1cccs1)c1ccccc1F)c1ccco1 (configuration not stated)	-1.1	-3.1	x	0.2	-6.5
17	COC(=O)c1c(C)[nH]c(C(=O)NCc2ccco2)c1C	-0.5	-10.3	0.3	1.9	-3.4
18	CC1=CSC2=NC(=O)/C(=C/c3cccc(OC(=O)c4ccco4)c3)C(=N)N12	3.8	30.1	3.6	-2.2	2.8
19	COc1ccc(Cc2nnn(CC(=O)O)n2)cc1	0.0	0.8	-6.1	-0.8	1.9
20	CCOc1ccc(CN2CCN(Cc3cccc4c3OCO4)CC2CCO)cc1 (configuration not stated)	-1.3	-6.7	34.6	0.4	3.9

nr	DSG3 Ab inh	RTF Ca sens inh	V-ATPase pH	DAGLB inh	CAL PDZ FP-2
11	100.5	4.2	2.2	-0.2	-3.7
12	103.5	-14.6	-0.3	0.4	0.3
13	98.4	x	0.5	2.3	x
14	92.0	-3.6	0.1	-0.2	-3.7
15	102.9	-11.1	-1.2	-0.6	-2.5
16	x	-5.4	0.8	-1.0	0.1
17	117.0	-0.3	3.2	-2.4	-8.0
18	96.2	-0.2	-1.3	1.3	-2.8
19	104.8	-0.7	-0.2	-3.1	-1.4
20	101.7	-15.0	1.6	-0.4	-3.3

Continuation:
nr	structure	LANA DNA inh	Arr AP2 block	NSD2 inh	CAL PDZ FP-1	Keap1 Nrf2 FP
21	Cc1ccc(S(=O)(=O)N2CCC(C(=O)Nc3ccccc3N3CCCCC3)CC2)cc1C	-0.6	-5.3	-3.2	-1.8	-6.3
22	COc1cc([N+](=O)[O-])ccc1NC(=O)COC(=O)c1ccc(NC(N)=O)cc1	0.8	32.2	0.6	-2.7	-3.5
23	Cc1occc1C(=O)NCc1ccccc1F	-0.4	4.6	-2.5	0.1	-4.9
24	CC(=O)c1ccc(N2CCN(C(C)C(=O)NC3CCCc4ccccc43)CC2)cc1 (configuration not stated)	1.3	41.7	0.1	-1.3	-2.5
25	C[C@@H](NC(=O)Cn1ccc(NC(=O)OCc2ccccc2)nc1=O)c1cccc2ccccc12	0.7	1.4	x	-1.5	-1.1
26	Cc1cc(C(=O)N2CCCC(C(=O)c3ccc4ccccc4c3)C2)nn1C (configuration not stated)	2.0	15.1	1.1	-3.2	1.2
27	C=CCOC(=O)COc1ccc2c(C)c(CC)c(=O)oc2c1	-0.5	0.8	-1.1	-0.6	-1.7
28	CCn1c(Cc2ccccc2)nnc1SCC(=O)Nc1ccc(N2CCOCC2)c(Cl)c1	0.5	1.7	3.0	1.4	2.6
29	COC(=O)COc1ccc(S(=O)(=O)N2CCN(c3ccccc3F)CC2)cc1	-0.6	-8.2	-1.4	-1.5	-7.9
30	O=c1[nH]c(N2CCCCC2)nc2c1CCCC2	-4.0	7.9	-4.1	0.5	-6.1

nr	DSG3 Ab inh	RTF Ca sens inh	V-ATPase pH	DAGLB inh	CAL PDZ FP-2
21	103.0	-0.1	2.7	-0.7	-2.4
22	89.2	-20.0	3.2	5.2	x
23	101.5	-5.9	-3.2	0.7	-9.5
24	x	6.7	2.7	-0.4	-1.0
25	100.7	-15.7	0.3	1.5	-2.2
26	99.3	5.5	0.9	0.7	3.0
27	89.1	-3.8	5.1	13.9	-6.9
28	108.2	-1.9	0.9	-0.8	7.0
29	107.9	-0.4	1.8	30.9	-2.9
30	79.8	-4.9	6.3	-5.7	-4.5

The listing continues:
nr	structure	LANA DNA inh	Arr AP2 block	NSD2 inh	CAL PDZ FP-1	Keap1 Nrf2 FP
31	CC(=O)C1=C(C)NC(SCC(=O)c2ccc(Cl)c(Cl)c2)=C(C#N)C1c1ccco1 (configuration not stated)	2.5	13.3	1.5	-0.4	-0.3
32	CCOc1ccc(S(=O)(=O)N(CC)CC(=O)NCc2ccccn2)cc1C	-5.0	11.5	x	-2.6	-24.8
33	CN(Cc1cc(Cl)cc(Cl)c1)CC(C(=O)c1ccccc1)c1ccccc1 (configuration not stated)	-0.2	2.6	-1.1	-0.7	-0.4
34	CCc1noc(C)c1C(=O)Nc1cc(S(=O)(=O)N(CC)CC)ccc1N1CCOCC1	-1.2	36.2	-0.8	-1.4	2.7
35	NC(=O)c1ccc(NC(=O)CN2CCN(S(=O)(=O)c3ccc4ccccc4c3)CC2)cc1	0.1	36.8	2.4	0.7	4.8
36	Cc1nc(NS(=O)(=O)c2ccc(Cl)s2)c2c3c(sc2n1)CCCC3	-0.7	10.5	1.9	-2.1	4.2
37	Cc1n[nH]c(C)c1Cc1c(F)cccc1Cl	2.1	-0.6	-1.5	0.9	-1.1
38	CCOC(=O)N1CCN(c2c(N3CCN(C(=O)OCC)CC3)c(=O)c2=O)CC1	-0.9	0.5	1.2	-2.1	-6.4
39	O=C(Cn1nnc(-c2ccc(Cl)cc2)n1)NC1CCN(Cc2ccccc2)CC1	1.1	16.9	-3.0	-1.8	-1.3
40	CCc1cccc(CC)c1NC(=O)COC(=O)C1(c2ccc(Cl)cc2)CCCC1	0.0	6.8	3.9	-0.1	4.5

nr	DSG3 Ab inh	RTF Ca sens inh	V-ATPase pH	DAGLB inh	CAL PDZ FP-2
31	94.9	-16.1	-0.6	-6.4	-2.4
32	91.4	2.8	-0.6	-0.9	2.8
33	102.2	2.4	1.0	-10.1	-2.0
34	101.5	-1.5	1.7	-0.6	-5.4
35	104.9	-4.5	-2.2	-1.3	1.5
36	99.0	3.1	4.2	7.3	-5.2
37	x	-3.9	-0.8	0.1	-0.1
38	98.0	-9.8	0.0	-2.3	-1.3
39	100.2	3.9	-1.5	1.1	-2.5
40	97.9	-11.6	0.1	-22.1	x

Additional entries.
nr	structure	LANA DNA inh	Arr AP2 block	NSD2 inh	CAL PDZ FP-1	Keap1 Nrf2 FP
41	COc1cccc(CN2CCNC(=O)C2CC(=O)NCCc2nc(C)c(C)s2)c1OC (configuration not stated)	1.1	2.4	-0.2	-1.9	-3.6
42	N#CC1=C(N)Oc2cc(Nc3ccccc3)ccc2C1c1ccncc1 (configuration not stated)	-1.3	-12.7	-8.4	-0.9	-3.1
43	Cc1cc(C)c2[nH]c(=O)c(C(c3nnnn3C(C)(C)C)N(Cc3ccco3)CC3CCCO3)cc2c1 (configuration not stated)	-0.7	5.4	1.6	-0.4	-3.9
44	CCN(CC)C(=O)[C@H]1C[C@H](CC(=O)NCC23CC4CC(CC(C4)C2)C3)C(=O)N2CCc3c([nH]c4cc(-c5ccco5)ccc34)[C@]12C	-0.5	35.5	x	0.6	-1.6

nr	DSG3 Ab inh	RTF Ca sens inh	V-ATPase pH	DAGLB inh	CAL PDZ FP-2
41	104.8	1.7	0.3	0.2	5.8
42	125.0	-2.1	3.3	6.9	-2.5
43	100.1	1.2	-3.0	0.2	-0.2
44	132.2	0.4	0.7	-1.7	2.1

Just Keap1 Nrf2 FP, RTF Ca sens inh and DSG3 Ab inh (3 entries from above):
# | SMILES | Keap1 Nrf2 FP | RTF Ca sens inh | DSG3 Ab inh
41 | COc1cccc(CN2CCNC(=O)C2CC(=O)NCCc2nc(C)c(C)s2)c1OC (configuration not stated) | -3.6 | 1.7 | 104.8
42 | N#CC1=C(N)Oc2cc(Nc3ccccc3)ccc2C1c1ccncc1 (configuration not stated) | -3.1 | -2.1 | 125.0
43 | Cc1cc(C)c2[nH]c(=O)c(C(c3nnnn3C(C)(C)C)N(Cc3ccco3)CC3CCCO3)cc2c1 (configuration not stated) | -3.9 | 1.2 | 100.1

Screening results (PubChem BioAssay)
